Source: PubChem
TEAD-YAP inh – TEAD-YAP interaction inhibition; HEK-TIYL cells, TEAD-Gal4/YAP UAS-luciferase luminescence; inhibition, % at 9.12 µM; 1.4% of 640,000 active; AID 1259422; in the data active = inhibition above about 32%;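 note: 0% = median of test compound wells and 100% = reference inhibitor wells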
MITF primary – inhibitors of human MITF; O75030; AlphaScreen MITF homodimerization, bead proximity signal; inhibition, % at 2.6 µM; 0.91% of 650,000 active; AID 1259374; in the data active = inhibition above about 50%;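 note: 0% = vehicle wells with protein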
Target sequence (O75030 whole entry, looked up): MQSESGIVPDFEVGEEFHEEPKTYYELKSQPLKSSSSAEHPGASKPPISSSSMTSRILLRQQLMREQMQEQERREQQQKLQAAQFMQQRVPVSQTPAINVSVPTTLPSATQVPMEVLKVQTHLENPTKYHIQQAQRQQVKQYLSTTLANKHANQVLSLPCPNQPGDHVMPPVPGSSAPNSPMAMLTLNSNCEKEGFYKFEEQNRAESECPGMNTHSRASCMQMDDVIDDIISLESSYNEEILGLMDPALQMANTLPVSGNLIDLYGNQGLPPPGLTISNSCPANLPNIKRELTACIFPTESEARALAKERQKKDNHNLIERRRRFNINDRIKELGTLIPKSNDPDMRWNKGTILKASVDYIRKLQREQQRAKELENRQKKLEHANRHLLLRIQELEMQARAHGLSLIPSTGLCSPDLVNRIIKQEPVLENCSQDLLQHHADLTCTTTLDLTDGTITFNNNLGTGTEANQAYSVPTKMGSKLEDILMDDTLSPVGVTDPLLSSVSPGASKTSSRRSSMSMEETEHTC
GPR151 activ – human GPR151 activation; PathHunter beta-arrestin GPR151 cells, luminescence; activation, % at 11.2 µM; 1% of 650,000 active; Q8TDV0; in the data active = activation above about 4.9%;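 note: 0% = median of compound wells and 100% = cells with positive control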
Target sequence (Q8TDV0 whole entry, looked up): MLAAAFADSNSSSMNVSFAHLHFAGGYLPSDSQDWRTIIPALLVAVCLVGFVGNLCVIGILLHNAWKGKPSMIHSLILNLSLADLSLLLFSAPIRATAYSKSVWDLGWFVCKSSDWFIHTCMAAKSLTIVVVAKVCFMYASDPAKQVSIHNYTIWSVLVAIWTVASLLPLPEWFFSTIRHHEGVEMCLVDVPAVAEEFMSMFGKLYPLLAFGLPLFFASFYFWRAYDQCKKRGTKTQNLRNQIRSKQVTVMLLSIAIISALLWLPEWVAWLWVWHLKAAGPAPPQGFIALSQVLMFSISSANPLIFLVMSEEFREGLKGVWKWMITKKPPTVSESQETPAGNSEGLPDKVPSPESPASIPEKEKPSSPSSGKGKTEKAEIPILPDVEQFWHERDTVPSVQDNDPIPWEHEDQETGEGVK
FBW7 activator – human FBW7 E3 ligase activation, primary screen; Q969H0; AlphaScreen FBW7–phospho-cyclin E peptide binding, activator screen; normalized activity (activation), % at 26.1 µM; 0.13% of 650,000 active; in the data active = normalized activity above about 1.9%;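 note: purified mutant Fbw7 with reduced substrate affinity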
* = called active by the depositor; / = no result given. Not all compounds are listed, so the mix of outcomes need not match the whole.

(1) C(#CCN1CCOCC1)COCc1ccccc1
(2) Cc1c(Cl)cccc1-n1c(/C=C\c2ccc(F)c(F)c2)nc2ccccc2c1=O
(3) CCOc1ccc(N2C(=O)NC(=O)/C(=C\c3ccc(C)o3)C2=O)cc1
(4) COc1cc(Br)c(CN2CCN(C)CC2)cc1OC
(5) Cc1ccccc1CN1CCN(C(C)C)CC1
(6) CCCCOC(=O)C1=C(N)OC2=C(C(=O)CC(C)(C)C2)C12C(=O)N(C)c1ccccc12 (centres undefined)
(7) Fc1cc(F)cc(-c2ccc3c(c2)COC2(CCNCC2)O3)c1
(8) COCCCN1Cc2ccccc2C1=N
Assay by compound	1	2	3	4	5	6	7	8
TEAD-YAP inh	-3	1	4	3	-8	-3	-12	2
MITF primary	7	-3	16	10	78*	-1	0	4
GPR151 activ	0.5	3.0	-0.8	-0.7	-2.5	-0.1	-0.1	-1.0
FBW7 activator	0.1	0.3	-0.1	-0.1	0.1	-0.1	0.9	0.4

Molecules above that have fluorine:
(2) Cc1c(Cl)cccc1-n1c(/C=C\c2ccc(F)c(F)c2)nc2ccccc2c1=O
(7) Fc1cc(F)cc(-c2ccc3c(c2)COC2(CCNCC2)O3)c1
Assay by compound	2	7
TEAD-YAP inh	1	-12
MITF primary	-3	0
GPR151 activ	3.0	-0.1
FBW7 activator	0.3	0.9

Other structures
(9) COc1cc(C2C(C#N)=C(N)Oc3c2c(=O)oc2ccccc32)cc(OC)c1OC (centres undefined)
(10) O=C(Nc1ccccc1)N1CCC2(CC1)OCCO2
(11) CC[N+](CC)=c1ccc2ccc(O)cc2o1
(12) CN(C)CC1Oc2ccccc2OC1(O)c1ccccc1 (centres undefined)
(13) O=C1C2CCCN2C(c2cccc(Cl)c2)N1c1ccccn1 (centres undefined)
(14) COc1cc(COc2cc(C)cc3oc(=O)c4c(c23)CCC4)cc(OC)c1OC
(15) O=C(Cn1ncc2ccsc2c1=O)N1CCC2(CC1)OCCO2
(16) CC(=O)OC1C2CCC1C(N1CCCC1)CC2 (centres undefined)
Assay by compound	9	10	11	12	13	14	15	16
TEAD-YAP inh	-5	8	4	21	-6	13	2	5
MITF primary	3	11	21	3	-1	4	1	5
GPR151 activ	-0.2	1.5	-1.8	-1.6	0.5	-0.3	0.9	0.6
FBW7 activator	0.0	0.0	-0.1	0.9	0.0	0.4	0.3	0.0

(17) COc1ccccc1-n1c(/C=C/c2ccccc2)nc2ccccc2c1=O
(18) O=[N+]([O-])C1CCCc2nonc21 (centres undefined)
(19) CCNc1cc(N2CCNCC2)ccc1[N+](=O)[O-]
(20) Cc1[nH]c(=O)n(C(C)(C)C)c(=O)c1Cl
(21) COc1cccc(CN2CCN(c3ccc(Cl)cc3)CC2)c1O
(22) c1ccc(CN2C3CCC2c2cn[nH]c2C3)cc1 (centres undefined)
(23) O=C1Nc2ccc(Cl)cc2C(c2ccccc2Cl)=NC1O (centres undefined)
(24) O=[N+]([O-])c1nonc1NCn1cnnn1
Assay by compound	17	18	19	20	21	22	23	24
TEAD-YAP inh	1	8	-6	2	12	14	-18	12
MITF primary	11	12	12	-4	17	2	6	-13
GPR151 activ	-1.2	1.0	1.0	-0.3	-1.9	0.5	6.8*	0.0
FBW7 activator	0.9	-0.1	0.1	0.5	0.2	0.0	-0.1	0.0

Quoted at random: 6 entries already listed, in no set order.
(24) O=[N+]([O-])c1nonc1NCn1cnnn1
(20) Cc1[nH]c(=O)n(C(C)(C)C)c(=O)c1Cl
(17) COc1ccccc1-n1c(/C=C/c2ccccc2)nc2ccccc2c1=O
(23) O=C1Nc2ccc(Cl)cc2C(c2ccccc2Cl)=NC1O (centres undefined)
(22) c1ccc(CN2C3CCC2c2cn[nH]c2C3)cc1 (centres undefined)
(18) O=[N+]([O-])C1CCCc2nonc21 (centres undefined)
Assay by compound	24	20	17	23	22	18
TEAD-YAP inh	12	2	1	-18	14	8
MITF primary	-13	-4	11	6	2	12
GPR151 activ	0.0	-0.3	-1.2	6.8*	0.5	1.0
FBW7 activator	0.0	0.5	0.9	-0.1	0.0	-0.1

Next records:
(25) COc1ccccc1N1C(=O)NC(=O)/C(=C\c2cnn(-c3ccccc3)c2)C1=O
(26) O=C(O)COc1ccc(C=C2C(=O)NC(=O)NC2=O)cc1Br
(27) CC(C)Oc1ccc(C=C2C(=O)NC(=S)NC2=O)cc1
(28) COCCOC(=O)C1=C(N)OC(C)=C(C(C)=O)C12C(=O)Nc1ccccc12 (centres undefined)
(29) NC(=O)c1c(N)cc([N+](=O)[O-])cc1[N+](=O)[O-]
(30) CCN(CC(=O)c1ccc(C#N)cc1)C1CCCCC1
(31) C=CCc1cc(OC)c2c(c1OC)OCO2
(32) CCNCC(O)c1cccc(O)c1 (centres undefined)
Assay by compound	25	26	27	28	29	30	31	32
TEAD-YAP inh	-23	-8	-5	22	1	9	2	/
MITF primary	8	14	0	2	11	6	5	-9
GPR151 activ	-0.9	0.2	1.3	0.5	-0.4	-0.8	11*	-1.5
FBW7 activator	-0.1	-0.5	-0.5	-0.1	0.1	0.1	0.0	-0.1

(33) COc1ccc(C2(CN)CCOCC2)cc1
(34) CCc1c(C)nc(N)nc1N1N=C1SCCOc1ccccc1
(35) Cc1ccc(-n2c(C=C3C(=O)Nc4ccccc43)nc3ccc(I)cc3c2=O)cc1
(36) CSc1cccc(NC(=O)CCc2nc(C3=CCN(C)CC3)no2)c1
(37) COc1ccc(CN2CC2C(N)=O)cc1 (centres undefined)
(38) CCn1nc(/C=C\c2ccccc2)nc2c(=O)n(C)c(=O)nc1-2
(39) Cn1c(=O)c2c(ncn2CC(=O)Nc2ccc(C#N)c(Cl)c2)n(C)c1=O
(40) COc1cccc(-c2nn(CCC#N)cc2C(=O)n2nnc3ccccc32)c1
Assay by compound	33	34	35	36	37	38	39	40
TEAD-YAP inh	-8	4	5	-1	-1	40*	-2	-8
MITF primary	4	10	5	23	1	4	3	-3
GPR151 activ	0.6	0.0	0.9	1.7	1.4	-5.9	0.9	2.6
FBW7 activator	-0.1	0.9	0.0	1.2	0.1	-0.3	-0.1	0.1

(41) C[C@@H]1NC(=O)[C@H]2CNCCN2C1=O
(42) O=c1oc2ccccc2c(O)c1C(c1ccc(O)c(O)c1)c1c(O)c2ccccc2oc1=O
(43) CCOc1ccc([N+](=O)[O-])cc1CNCCc1ccccc1
(44) O=C(Nc1cccc(C(F)(F)F)c1)OC1CN2CCC1CC2 (centres undefined)
(45) CCCN1CCN(C(=O)COc2ccc(Cl)cc2C)CC1
(46) Cc1cc(-n2c(/C=C/c3ccc4c(c3)OCO4)nc3ccccc3c2=O)ccc1Br
(47) CN1CCN(Cc2ccc(Cl)cc2)CC1CCO (centres undefined)
(48) CN(C)c1nc(-c2ccc([N+](=O)[O-])cc2)[n+](Cc2ccc([N+](=O)[O-])cc2)s1
Assay by compound	41	42	43	44	45	46	47	48
TEAD-YAP inh	2	0	-20	-3	-3	-7	7	0
MITF primary	1	1	12	17	4	9	12	-14
GPR151 activ	-0.8	0.8	-1.3	1.0	0.5	1.4	-0.2	-1.6
FBW7 activator	-0.2	-0.1	0.1	0.9	-0.2	0.0	0.0	-0.1

(49) CN1CCN(P2(=S)C3=C(CCC3)C3=C(CCC3)N2c2ccccc2)CC1 (centres undefined)
(50) CCCC(=O)Nc1ccc2nc(C)n(-c3ccccc3)c(=O)c2c1
(51) C[C@H]1C2Cc3ccc(O)cc3[C@]1(C)CCN2CC1CC1
(52) O=C(COc1ccccc1)N1CCN(CC2CC=CCC2)CC1 (centres undefined)
(53) CN1CCN(c2ccc(CNS(C)(=O)=O)cc2)CC1
(54) CN1CCC2(CC1)N1CC3(C)CN2CC(C)(C1)C3=O
(55) CC(=O)Nc1cc(N/C(N)=N/[N+](=O)[O-])ccc1C
(56) CCOc1ccccc1CN1CCN(CC(C)C)C(CCO)C1 (centres undefined)
Assay by compound	49	50	51	52	53	54	55	56
TEAD-YAP inh	2	-3	-6	-5	-29	-9	3	-2
MITF primary	6	8	1	38	-1	16	-2	-16
GPR151 activ	-0.1	2.8	1.0	2.2	-0.8	0.9	0.1	-1.3
FBW7 activator	-0.1	0.0	-0.1	0.0	0.0	0.2	0.0	0.0

(57) CN1CCc2nc(N)c(C#N)c(-c3ccccc3)c2C1
(58) O=C(NCCO)c1nsnc1NCCCl
(59) O=C1C(Cc2cnc[nH]2)NC(=S)N1Cc1ccccc1 (centres undefined)
(60) COc1ccc(-c2c(C)c3cc(OC(=O)N(C)C)ccc3oc2=O)cc1OC
(61) CN1CCN(c2ccc(/C=N/n3cnnc3)cc2[N+](=O)[O-])CC1
(62) N=c1sccn1Cc1ccccc1F
(63) COc1cccc(NC(=O)Cn2c[n+]([N-][N+](=O)[O-])cn2)c1
(64) N[C@@H](CCP(=O)(O)O)C(=O)O
Assay by compound	57	58	59	60	61	62	63	64
TEAD-YAP inh	-1	-5	-2	5	3	-3	-20	/
MITF primary	4	-3	9	4	22	4	6	41
GPR151 activ	0.2	2.3	-1.3	1.8	-1.1	-0.7	0.1	-1.1
FBW7 activator	-0.1	-0.3	0.1	0.0	-0.1	0.0	-0.1	0.0

(65) O=P1(Nc2ccc(Cl)cc2)CC=CC1
(66) O=C(COc1ccccc1)N1CCN(Cc2cccc(Cl)c2)CC1
(67) O=C(CCN1C(=O)COc2ccccc21)N1CCC2(CC1)OCCO2
(68) Cc1ccccc1CS(=O)(=O)Cc1ccc(C(=O)N2CCC3(CC2)OCCO3)o1
(69) COc1cc2ccccc2cc1C(=O)Nc1ccc(Cl)cc1C(=O)c1ccccc1Cl
(70) N#CC1=C(N)Oc2c(c(=O)oc3ccccc23)C1c1ccc(O)cc1 (centres undefined)
(71) COC(=O)COc1cc(C)cc2oc(=O)c3c(c12)CCCC3
(72) Cc1cc2c(s1)NC(=O)CN=C2c1cccs1
Assay by compound	65	66	67	68	69	70	71	72
TEAD-YAP inh	1	5	-5	-7	10	-6	12	1
MITF primary	13	50	2	1	2	2	-5	7
GPR151 activ	-2.0	-0.8	-0.4	1.1	0.0	-1.0	-1.2	0.0
FBW7 activator	0.0	-0.2	-0.1	-0.1	0.7	0.0	-0.1	-0.2

(73) CCOc1cc(C)cc2oc(=O)c3c(c12)CCC3
(74) O=c1c2ccccc2nc(/C=C\c2cccc(Br)c2)n1-c1ccc(O)cc1
(75) O=c1c2ccccc2nc(/C=C/c2ccc3c(c2)OCO3)n1-c1cccc(O)c1
(76) O=C(O)c1nc(Cl)c(Cl)c(N2CC2)c1Cl
(77) c1ccc(C2CC3CC(c4ccco4)N2O3)cc1 (centres undefined)
(78) O=C1NC(=O)C(C2(O)C(=O)c3ccccc3C2=O)C(=O)N1
(79) COc1cc(CNCCc2ccc(OC)c(OC)c2)ccc1O
(80) COc1ccc(-n2c(/C=C/c3ccc(Cl)cc3)nc3ccccc3c2=O)cc1
Assay by compound	73	74	75	76	77	78	79	80
TEAD-YAP inh	9	-14	0	6	1	2	4	2
MITF primary	10	-15	7	-4	-1	-3	-4	19
GPR151 activ	-0.4	-0.2	-1.7	0.2	0.1	-1.0	1.6	-0.5
FBW7 activator	-0.1	0.1	0.0	0.1	0.0	-0.5	-0.1	0.0

(81) COc1ccc(CCNC2CCC(C)C2)cc1 (centres undefined)
(82) COc1ccc2c(c1)O/C(=C\c1cccc(OC(=O)N(C)C)c1)C2=O
(83) CN(C)/C=C\c1oc2c(c3c4ccccc4nc1-3)C(=O)CC(C)(C)C2
(84) COc1cc(Br)c(OC)c(C=C(C#N)C#N)c1
(85) Cc1ccc(NC(=O)CCC(=O)Nc2ccc(Cl)cc2C(=O)c2ccccc2)cc1
(86) CCOC(=O)C1(C#N)C(c2cccc([N+](=O)[O-])c2)C(C(N)=O)N2C=C(C(N)=O)C=CC21 (centres undefined)
Assay by compound	81	82	83	84	85	86
TEAD-YAP inh	-6	-16	23	5	4	11
MITF primary	-1	11	14	6	5	-5
GPR151 activ	0.7	-1.6	0.4	1.0	0.5	2.5
FBW7 activator	-0.1	0.1	0.1	-0.1	0.0	-0.2
